# Screening data (PubChem)
# IMPase Li inh: qHTS Assay for Identifying the Cell-Membrane Permeable IMPase Inhibitors: Potentiation with Lithium; Potency, µM (highest dose often 59.4 µM), without a hit: at the highest dose activity, negative = IMPase inhibition, usual class: inhibitors; CHO-M1 cells, IP1 TR-FRET (IP-One), carbachol + lithium; 210,000 compounds, 0.35% hits; AID 1457, 2008;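 also: IP1 builds up when IMPase is blocked and the TR-FRET signal falls; plate controls were basal vehicle for no effect and high inhibitor control for full effect; nearly all actives have a fitted effect of over 50% in size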
#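 IP1 accumulation measured by competitive TR-FRET in lysed CHO-M1 cells after 30 min compound exposure at 37C, with a small lithium addition to potentiate weak responses. Hill-equation AC50 from ratio and donor-channel data.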
# HTT aggregate: qHTS Multiplex Assay to Identify Dual Action Probes in a Cell Model of Huntington: Aggregate Formation (GFP). PC12 HttQ103-GFP aggregates, Acumen cytometry, 40 h. 220,000 compounds, 1.1% hits. Potency, µM (top dose mostly 46.1 µM), without a hit: top-dose activity change, negative = inhibition, most hits filed as inhibitors; also: % is scaled to controls: 0 for no effect and ±100 for the full control effect; nearly all actives have a fitted effect of over 60% in size
#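 Aggregate formation scored by laser-scanning cytometer (488 excitation, 500–530 emission) in lysed PC12 cells expressing Q103-GFP after 100 nM tebufenozide induction; library tested in dose series, with ATPLite reagent added in the multiplex.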
# HTT ATP protect: qHTS Multiplex Assay to Identify Dual Action Probes in a Cell Model of Huntington: Cytoprotection (ATP); PC12 HTT-Q103 induced, cytoprotection, ATP luminescence, 40 h; Potency, µM (titrated, usually from 56.4 µM), for the others: cytoprotection (ATP increase), hits mostly activators; 230,000 compounds, 0.14% hits; AID 1471, 2008;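 also: % of control where 0% means no effect; nearly all actives have a fitted effect of over 45% in size; toxic huntingtin expression switched on by the ecdysone agonist tebufenozide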
#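 Rat PC12, Q103 Htt exon1-GFP fusion, ecdysone promoter; tebufenozide inducer 100 nM final; compound titration; qHTS, 1500 cells/well; ATPlite luminescent read.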
# GAA inh: qHTS Assay for Inhibitors of Human alpha-Glucosidase as a Potential Chaperone Treatment of Pompe Disease; Lysosomal alpha-glucosidase (Homo sapiens), P10253; purified human GAA, 4-MU-alpha-glucoside fluorescence; Potency, µM (highest dose often 76.9 µM), for the others: top-dose activity change, negative = inhibition, most hits filed as inhibitors; 200,000 compounds, 0.005% hits; AID 1466, 2008;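 also: plate controls were uninhibited enzyme wells for no effect and no-enzyme background for full effect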
#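 Read-out is 4-methylumbelliferone fluorescence (Ex 365/Em 440 nm) after NaOH/glycine stop at pH 10. Enzyme 4 nM, substrate 400 uM, pH 5.0 citrate buffer, 20 min room temperature; AC50 from Hill-equation concentration-response.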
# GoLoco inh red: qHTS Assay for Inhibitors of RGS12 GoLoco Motif Activity (Red Fluorophore); 230,000 compounds, 0.44% hits; Potency, µM (highest dose often 61.6 µM), without a hit: top-dose activity, negative = inhibition, actives largely listed as inhibitors; AID 880, 2007; Gai1:RGS12 GoLoco peptide FP, rhodamine, 10 min; Guanine nucleotide-binding protein G(i) subunit alpha-1 (Homo sapiens), P63096; active = well fitted inhibition curve with a large enough effect, not every such curve was filed as active; inactive = no such curve, though single readings can be large or run the other way; also: % is scaled to controls: 0 for no effect and ±100 for the full control effect; nearly all actives have a fitted effect of over 30% in size; many of its hits are not listed in these tables
# Target sequence (P63096 whole entry, looked up): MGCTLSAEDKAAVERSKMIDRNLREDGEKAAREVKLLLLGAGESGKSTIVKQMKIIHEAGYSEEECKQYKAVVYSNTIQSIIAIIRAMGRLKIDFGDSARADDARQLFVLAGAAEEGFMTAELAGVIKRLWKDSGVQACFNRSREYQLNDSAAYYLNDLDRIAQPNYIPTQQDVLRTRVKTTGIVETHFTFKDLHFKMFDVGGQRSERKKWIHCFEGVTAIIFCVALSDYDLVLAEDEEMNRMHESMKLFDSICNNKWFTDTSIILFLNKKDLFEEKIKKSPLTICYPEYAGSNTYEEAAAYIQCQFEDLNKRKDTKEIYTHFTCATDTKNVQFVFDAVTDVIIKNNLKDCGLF
# aGlu spleen mod: qHTS Assay for Inhibitors and Activators of Human alpha-Glucosidase From Spleen Homogenate | human spleen homogenate, 4-MU-alpha-glucoside fluorescence | Potency, µM (series often up to 79.9 µM), for inactives: at the highest dose activity change, negative = inhibition, hits mostly inhibitors | AID 2112, 2009 | 240,000 compounds, 0.006% hits | Lysosomal alpha-glucosidase (Homo sapiens), P10253;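 also: 0% = enzyme with vehicle and -100% = no enzyme basal signal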
#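 Compounds were titrated against alpha-glucosidase in spleen homogenate at pH 5.0, with 1 mM 4-methylumbelliferyl substrate for 40 min at 37 C. Reactions were quenched with pH 10 NaOH/glycine and fluorescence measured.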
# GAA glycogen: qHTS Assay for Inhibitors and Activators of Human alpha-Glucosidase Cleavage of Glycogen | Lysosomal alpha-glucosidase (Homo sapiens), P10253 | recombinant GAA, glycogen substrate, Amplex Red glucose oxidase fluorescence | Potency, µM (series often up to 76.4 µM), inactives show top-dose activity change, negative = inhibition, usual class: inhibitors | 300,000 compounds, 0.38% hits | AID 2100, 2009;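 also: 0% = full enzyme reaction and -100% = no-enzyme basal signal; the screen sought inhibitors and activators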
#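 Recombinant human alpha-glucosidase (4 nM final) hydrolysed bovine liver glycogen (30 ug) for 40 min at 37 C in pH 5.0 citrate/phosphate with 0.01% Tween-20. Released glucose detected by glucose oxidase/Amplex Red, Ex 573/Em 610 nm. Compounds up to 77 uM; AC50 from Hill fits.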
# Numbers without * were called inactive; ? = inconclusive; nt = no result given; [ ] = remark or other dose. Unless noted, calls follow the shape of the dose curve; as a rule, active = well fitted curve in the direction sought with a large enough effect; inconclusive = small, poorly fitted or top-dose-only effect, or another doubt; inactive = no such curve, though single readings can be large; an effect the other way counts as inactive or inconclusive. Potency is read from the fitted curve at half-maximal effect. This is a subset (hit frequency here may not be typical).
(1) CC(C)CCN1CCN(Cc2ccc(Sc3nncn3C)o2)CC1CCO (centres undefined)
(2) Cc1ccc(NCCC(=O)c2cccs2)cc1Cl
(3) O=C(NNC(=S)Nc1ccccc1C(F)(F)F)C1CC1
(4) Clc1cccc(-c2nnc(-c3ccno3)o2)c1
(5) Cc1cccc2sc(NNC(=O)c3cc(=O)c4ccccc4o3)nc12
(6) CCOc1cc(/C=C2/NC(=O)N(CC(=O)Nc3cccc(C)c3)C2=O)ccc1OCC(N)=O
(7) CC(C)n1c(CSCc2ccc(Cl)cc2Cl)n[nH]c1=S
(8) Cc1[nH]c2ccccc2c1C(=O)C(=O)N1CCCc2ccccc21
Screen / compound no.,1,2,3,4,5,6,7,8
IMPase Li inh,20%,-2%,nt,nt,6%,2%,5%,-4%
HTT aggregate,0%[9.22 µM],-7%,9%[9.22 µM],-15%[9.22 µM],-8%[9.22 µM],18%,-21%,11%
HTT ATP protect,0%[10 µM],18%[10 µM],9%[10 µM],3%[10 µM],-5%[10 µM],-32%,-19%,0%[10 µM]
GAA inh,?,-1%,nt,nt,nt,10%,-1%,4%
GoLoco inh red,8%,5%,-5%,26%,12%,-2%,3%,-11%
aGlu spleen mod,2%,-4%,-4%,-13%,1%,-10%,6%,-4%
GAA glycogen,3%,0%,-11%,7%,-11%,-6%,?,2%

(9) O=C(O)C1CSC(c2ccccc2Cl)N1C(=O)c1ccc(Cl)cc1 (centres undefined)
(10) CCC(C)Nc1nc2c(c(=O)n(C)c(=O)n2C)n1C (centres undefined)
(11) O=C(Nc1ccc(S(=O)(=O)N2CCOCC2)cc1)c1ccc2ncsc2c1
(12) CC(C)CC(=O)NC(=S)NNC(=O)c1ccc([N+](=O)[O-])cc1
(13) CC1=NNC(=O)/C1=C\c1cn(-c2ccccc2)nc1-c1ccccc1
(14) CCOC(=O)c1ccc(NC2Nc3cc(C)nn3S2)cc1 (centres undefined)
(15) COc1ccc(OC)c(C2C3=C(CCCC3=O)NC3=C2C(=O)CCC3)c1
(16) Cc1nnc(NC(=O)CSc2nnc(-c3ccccc3)n2C)s1
Screen / compound no.,9,10,11,12,13,14,15,16
IMPase Li inh,5%,nt,nt,5%,35%[activator],10µM*,16%[38.3 µM],4%
HTT aggregate,8%,-6%[9.22 µM],-1%[9.22 µM],-2%,-34%[9.22 µM],-14%,12%[9.22 µM],nt
HTT ATP protect,32%[10 µM],-5%[10 µM],-8%[10 µM],-10%[10 µM],-54%[inhibitor][1.9 µM],-23%,8%,nt
GAA inh,-1%,nt,nt,-7%,?,6%,-4%,-10%
GoLoco inh red,-1%,-1%,-7%,2%,14%,-8%,-2%,0%
aGlu spleen mod,-16%,-7%,0%,16%,-3%,-1%,-9%,0%
GAA glycogen,12%,-1%,-1%,?,-5%,-4%,-2%,8%

(17) Cc1ccc(=O)n(C(C(=O)NCc2ccco2)C(=O)c2ccc(F)cc2)c1 (centres undefined)
(18) O=C(Nc1cc(F)cc(F)c1)c1ccc(NCCCN2CCCCCC2)c([N+](=O)[O-])c1
(19) O=C(c1ccc2c(=O)n3c(nc2c1)CCCCC3)N1CCN(Cc2ccccc2)CC1
(20) O=C(Cc1coc(-c2ccc(F)cc2)n1)NCc1ccccc1
(21) CCCCCCNC(=O)c1cccc(-c2ccc(C)c3ccccc23)n1
(22) CCCN1CC(CSC)C[C@H]2c3cccc4[nH]cc(c34)C[C@H]21 (some centres undefined)
(23) CCOC(=O)c1cccc(NC(=O)CSc2nnc(-c3ccoc3C)n2CCOC)c1
(24) Cc1ccc(N2C(=O)c3ccccc3C2Nc2ccccc2)nc1 (centres undefined)
Screen / compound no.,17,18,19,20,21,22,23,24
IMPase Li inh,15%[38.3 µM],15%,17%[38.3 µM],13%[38.3 µM],3%,4%,4%[38.3 µM],0%[38.3 µM]
HTT aggregate,-2%,3%,1%,-24%,8%,nt,10%,-8%
HTT ATP protect,-5%,-23%,-1%,7%,nt,-55%[inhibitor],-22%[10 µM],-20%
GAA inh,3%,-2%,-8%,?,6%,nt,-4%,-12%
GoLoco inh red,1%,9%,-1%,6%,-11%,4%,2%,-14%
aGlu spleen mod,-14%,0%,-5%,3%,-1%,-7%,7%,6%
GAA glycogen,-1%,2%,-1%,0%,0%,nt,nt,-15%

(25) O=C(Nc1ccccc1N1CCOCC1)C1(c2ccc(Cl)cc2)CCC1
(26) Cc1cc(SCc2ccccc2)nc(=O)[nH]1
(27) COC(=O)CP(=O)(c1ccccc1)c1ccccc1
(28) COc1ccc(NC(=O)c2cc(C)on2)cc1
(29) Cn1nccc1NS(=O)(=O)c1ccc(C(C)(C)C)cc1
(30) Cc1nn(-c2ccccn2)c2c1C(c1c(F)cccc1Cl)C1=C(N2)c2ccccc2C1=O (centres undefined)
(31) CCOC(=O)C1CCCN(c2c(NCCCN(CC)c3cccc(C)c3)c(=O)c2=O)C1 (centres undefined)
(32) COc1ccc(OC)c(-c2cc(C(=O)O)c3cc4ccccc4cc3n2)c1
Screen / compound no.,25,26,27,28,29,30,31,32
IMPase Li inh,15%,nt,30%[38.3 µM],4%,nt,6%,8%[38.3 µM],4%
HTT aggregate,-1%,0%,-8%,-12%,-9%[9.22 µM],-13%,6%,nt
HTT ATP protect,-8%,7%,22%,-98%[inhibitor],7%[10 µM],32%[10 µM],4%,-4%[10 µM]
GAA inh,8%,-5%,1%,-3%,nt,1%,1%,nt
GoLoco inh red,1%,nt,1%,3%,9%,24%,6%,2%[14.2 µM]
aGlu spleen mod,2%,-16%,3%,1%,-4%,-10%,-10%,nt
GAA glycogen,3%,0%,6%,-5%,9%,-1%,-25%,nt

(33) COc1ccccc1N1CCN(C(=O)Cc2c(C(=O)O)[nH]c3ccc(Cl)cc23)CC1
(34) CCn1c(SCC(=O)Nc2cccc(NC(=O)c3cccs3)c2)nnc1-c1ccncc1
(35) CCOc1cc(C2Nc3ccccc3C(=O)N2c2ccccc2)ccc1O (centres undefined)
(36) CC1CCN(C(=O)CSc2nc3ccccc3[nH]2)CC1
(37) CCN(CC)C(=O)C1CCN(Cc2cccc(OCc3ccccc3)c2)CC1
(38) CCCCNC(=O)CC1C(=O)N(Cc2ccccc2)C(C)c2nc3ccccc3n21 (centres undefined)
(39) NC(=O)c1cc[n+](CC2=C(C(=O)O)N3C(=O)C(NC(=O)C(c4ccccc4)S(=O)(=O)[O-])C3SC2)cc1 (centres undefined)
(40) CC(C)(C)NC(=O)Cc1ccc(Cl)c(Cl)c1
Screen / compound no.,33,34,35,36,37,38,39,40
IMPase Li inh,-3%,nt,7%[38.3 µM],-5%[38.3 µM],27%[38.3 µM],1%[38.3 µM],2%,-2%
HTT aggregate,5%,?,14%,7%,-4%,10%,nt,-4%
HTT ATP protect,-5%[10 µM],-52%[inhibitor],-8%,-14%[10 µM],-7%[10 µM],-3%,22%,2%
GAA inh,-1%,3%,3%[15.4 µM],-11%,-3%,?,nt,1%
GoLoco inh red,-2%,nt,11%,3%,-3%,-17%,-7%,8%
aGlu spleen mod,-2%,7%,6%,-6%,5%,-2%,-15%,2%
GAA glycogen,6%,1%,-19%,-1%,6%,13%,nt,-3%

(41) COc1ccc(C(=O)C2CCCN(Cc3cccn3-c3ccc(Cl)cn3)C2)c(OC)c1 (centres undefined)
(42) N#C/C(=C\c1ccc2c(c1)OCCO2)C(=O)NC1CCCCC1
(43) Cc1nn(C)cc1CNC(=O)c1ccc(F)cc1
(44) CCSc1ccccc1C(=O)N1CCN(c2ccccc2F)CC1
(45) O=C(NC12CC3CC(CC(C3)C1)C2)N1CCC(O)CC1
(46) COc1ccc(Cl)cc1NC(=O)c1cc(-c2ccc(C)cc2O)n[nH]1
(47) COc1ccc(Cc2nnc(SCc3ccc([N+](=O)[O-])cc3)o2)cc1
(48) CCOC(=O)/C(=N\Nc1ccccc1[N+](=O)[O-])c1csc(Nc2ccccc2)n1
(49) O=C(Oc1ccc(/C=N/n2cnnc2)cc1)c1cccc([N+](=O)[O-])c1
(50) CC(=O)c1ccc2c(c1)C1C=CCC1C(c1ccncc1)N2 (centres undefined)
(51) CCn1c(-c2ccccc2SC)n[nH]c1=S
Screen / compound no.,41,42,43,44,45,46,47,48,49,50,51
IMPase Li inh,18%,-16%,-2%,33%[activator][38.3 µM],6%[38.3 µM],nt,9%,14%,7%,13%[38.3 µM],-6%
HTT aggregate,-15%[9.22 µM],-4%,18%,-5%,3%,-16%[9.22 µM],7.1µM*,10%,19%,0%,-27%
HTT ATP protect,14%[10 µM],-13%[10 µM],-16%[10 µM],-3%[1.9 µM],20%,8%[10 µM],nt,-45%[inhibitor],-7%,-25%,-4%[10 µM]
GAA inh,?,7%,-13%,-6%,-4%,-3%,-1%,-9%,4%,-13%,-6%
GoLoco inh red,16%,-35%,-1%,8%,-6%,5%,0%,7%,12%,103%[activator],5%
aGlu spleen mod,-5%,-7%,-4%,1%,-1%,0%,6%,-2%,?,0%,1%
GAA glycogen,3%,8%,2%,5%,4%,-1%,-19%,-3%,-2%,?,-16%
